# Tb PYK inh – T. brucei pyruvate kinase inhibition; TbPYK enzyme, Kinase-Glo Plus ATP luminescence, 45 min; Potency, µM (series often up to 76.8 µM), for inactives: at the top dose activity, negative = inhibition, actives largely listed as inhibitors; actives 0.12% (n = 410,000); Q57TT1; AID 624173; further: potency means the concentration at half of the fitted maximal effect; nearly all actives have a fitted effect of over 50% in size
#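 Luminescent Kinase-Glo Plus end-point after 45 min room-temperature reaction of T. brucei pyruvate kinase started with 130 uM ADP (final). Buffer TEA 50 mM pH 7.2 with KCl, MgCl2, BSA, Tween-20; titration-based qHTS with fitted concentration-effect curves.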
# AmpC inh detg – inhibitors of E. coli AmpC beta-lactamase with detergent; P00811; Potency, µM (doses to about 114 µM), for the others: top-dose activity change, negative = inhibition, most hits filed as inhibitors; actives 0.041% (n = 370,000); AID 485294; AmpC hydrolysis of nitrocefin, absorbance 480 nm, 0.01% Triton;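 further: potency means the concentration at half of the fitted maximal effect; 0% = no-compound wells and -100% = no-enzyme wells; nearly all actives have a fitted effect of over 25% in size; some results filed as inactive show a strong effect at the top dose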
# Target sequence (P00811 whole entry, looked up): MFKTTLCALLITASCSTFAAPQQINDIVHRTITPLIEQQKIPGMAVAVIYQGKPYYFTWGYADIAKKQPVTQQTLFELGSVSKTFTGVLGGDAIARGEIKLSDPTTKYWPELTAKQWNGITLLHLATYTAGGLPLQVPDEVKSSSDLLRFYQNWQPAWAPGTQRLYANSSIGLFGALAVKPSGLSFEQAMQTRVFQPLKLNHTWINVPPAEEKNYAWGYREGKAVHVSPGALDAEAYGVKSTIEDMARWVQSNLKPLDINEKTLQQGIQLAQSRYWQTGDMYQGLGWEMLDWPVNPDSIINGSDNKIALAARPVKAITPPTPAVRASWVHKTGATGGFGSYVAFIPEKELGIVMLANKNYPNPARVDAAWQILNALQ
#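 20 mM phosphate pH 7.0 + 0.01% (detergent screen) or 0.0001% Triton X-100; 5.3 nM AmpC reagent; cpd preinc 15 min RT; nitrocefin (800 uM stock) to start; A480 q20 s × 4 min; Activity was normalised to no-enzyme and no-compound control wells.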
# AMA1-RON2 inh – inhibitors of Plasmodium falciparum AMA1-RON2 interaction; AlphaScreen AMA1-biotinylated RON2 peptide binding; Potency, µM (titrated, usually from 58.2 µM), without a hit: at the highest dose activity change, negative = inhibition, actives largely listed as inhibitors; actives 0.2% (n = 360,000); AID 720542;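 further: potency means the concentration at half of the fitted maximal effect; 0% = vehicle wells and -100% = peptide control; nearly all actives have a fitted effect of over 45% in size; some results filed as inactive show a strong effect at the top dose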
#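 AMA1 (3D7) with his tag at 25 nM final met compounds first, then biotinylated RON2 peptide at 25 nM; detection used donor plus acceptor beads, 10 µg/mL apiece, read by AlphaScreen after 30 min at room temperature.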
# LmPK inh – LmPK (Leishmania mexicana) enzyme inhibition; Potency, µM (titrated, usually from 57.5 µM), for the others: at the top dose activity change, negative = inhibition, hits mostly inhibitors; AID 1721; purified LmPK, Kinase-Glo ATP luminescence, 1 h; actives 0.37% (n = 290,000); further: potency means the concentration at half of the fitted maximal effect
# Target sequence (Q27686 whole entry, looked up): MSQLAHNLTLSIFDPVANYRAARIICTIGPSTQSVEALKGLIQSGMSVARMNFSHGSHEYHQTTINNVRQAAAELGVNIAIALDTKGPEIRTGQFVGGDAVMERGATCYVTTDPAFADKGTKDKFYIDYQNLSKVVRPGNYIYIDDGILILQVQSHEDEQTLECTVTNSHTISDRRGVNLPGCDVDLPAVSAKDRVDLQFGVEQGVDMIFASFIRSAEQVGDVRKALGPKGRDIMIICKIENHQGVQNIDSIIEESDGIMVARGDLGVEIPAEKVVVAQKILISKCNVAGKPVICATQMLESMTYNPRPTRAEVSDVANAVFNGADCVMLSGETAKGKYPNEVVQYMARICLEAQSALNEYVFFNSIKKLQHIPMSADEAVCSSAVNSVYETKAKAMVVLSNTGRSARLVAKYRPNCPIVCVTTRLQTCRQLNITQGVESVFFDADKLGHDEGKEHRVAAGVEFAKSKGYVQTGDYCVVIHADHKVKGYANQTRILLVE
#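 ATP generated from ADP (0.1 mM) and PEP (0.5 mM) by 0.1 nM LmPK over 1 h at room temperature (pH 7.2 imidazole buffer) was detected by coupled luciferase luminescence. Values were normalized to uninhibited and no-enzyme wells.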
# Sm TGR block – S. mansoni TGR enzyme inhibition. purified TGR, DTNB reduction, TNB absorbance 405 nm. Potency, µM (titrated, usually from 114 µM), without a hit: top-dose activity change, negative = inhibition, usual class: inhibitors. actives 3% (n = 360,000); further: potency means the concentration at half of the fitted maximal effect; nearly all actives have a fitted effect of over 60% in size
#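 Kinetic colorimetric format: TGR-catalysed, NADPH-driven DTNB reduction monitored via TNB absorbance. Enzyme dispensed at 20 nM; compound exposure 15 min at room temperature before reaction start.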
# AmpC no deterg – blocks E. coli AmpC beta-lactamase in detergent-free assay. P00811. AmpC nitrocefin hydrolysis, absorbance 480 nm, 0.0001% Triton. Potency, µM (series often up to 57.1 µM), inactives show at the top dose activity change, negative = inhibition, usual class: inhibitors. actives 0.52% (n = 330,000). AID 485341;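 further: potency means the concentration at half of the fitted maximal effect; plate controls were no compound for no effect and no enzyme for full effect; nearly all actives have a fitted effect of over 20% in size; some results filed as inactive show a strong effect at the top dose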
#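 20 mM phosphate pH 7.0 + 0.01% (detergent screen) or 0.0001% Triton X-100; 5.3 nM AmpC reagent; cpd preinc 15 min RT; nitrocefin (800 uM stock) to start; A480 q20 s × 4 min; Activity was normalised to no-enzyme and no-compound control wells.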
# HCMV antiviral – human cytomegalovirus inhibition; HFF cells, HCMV-luciferase reporter, 72 h; active compounds read low; activity change, negative = inhibition, % at 57.5 µM; actives 4.5% (n = 410,000); in the data active means activity change below about -60%; inconclusive means no clear call, values can overlap the other calls; inactive means above about -39%
#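 Human foreskin fibroblasts infected with luciferase-reporter HCMV at MOI 1 PFU/cell, compounds at two doses. Luciferase measured 72 h post infection; normalized to buffer-only basal and Salinomycin (10uM) controls.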
# An asterisk follows results filed as active; u = inconclusive; x = not tested or not shown; & = joins results of further samples; [ ] = remark or other dose. Unless noted, the call rests on the fitted dose curve; in most records, active means well fitted curve in the direction sought with a large enough effect; inconclusive means small, poorly fitted or top-dose-only effect, or another doubt; inactive means no such curve, though single readings can be large; an effect the other way counts as inactive or inconclusive. Unless noted, on the % scale 0 is the no-effect control and ±100 the full control effect.
SMILES,Tb PYK inh,AmpC inh detg,AMA1-RON2 inh,LmPK inh,Sm TGR block,AmpC no deterg,HCMV antiviral
Cc1cc(C)c(Nc2nc3ccccc3n3c(C)nnc23)c(C)c1,4.7%,28.1%,x,x,8.2%,x,-29.9
Cc1ccc(C(=O)CSc2nnc(COc3cc(C)cc(C)c3)o2)cc1,-0.1%,0.7%,14.3%,3.3%,0.5%,-37.4%,23.5
Cc1[nH]c(C)c(S(=O)(=O)NCCc2ccc(S(N)(=O)=O)cc2)c1C(=O)N1CCCC1,-13.9%,u,26.3%,-6.0%,2.7%,-14.4%,0.0
CCOc1ccc(NC(=O)Cn2cnc3c(oc4ccccc43)c2=O)cc1,3.3%,14.8%,x,x,1.1%,x,7.4
CCN1CCN(C(=O)C2CCN(S(=O)(=O)c3cccc4cccnc34)CC2)CC1,7.2%,u,11.0%,2.8%,-7.7%,-2.3%,0.5
COc1ccc(S(=O)(=O)N2CCOCC2)cc1NC(=O)Cc1cccs1,1.0%,-1.6%,2.6%,x,-9.8%,-8.1%,-2.8
O=C(COc1ccccc1)NNC1=NS(=O)(=O)c2ccccc21,-0.8%,-11.0%,-9.6%,6.2%,1.9%,-12.7%,-24.8
FC(F)(F)c1cccc(NC2=NCCCS2)c1,2.0%,u,-0.5%,-1.8%,-15.3%,-4.9%,-14.2
COc1ccc(-c2csc(NC(C)c3nc4cc(C(F)(F)F)ccc4n3CCOCCO)n2)cc1 (centres undefined),-0.5%,x,29.5%,x,x,x,-35.7
Cc1nn(-c2ccc(F)cc2)c(N)c1C1(O)C(=O)Nc2ccccc21 (centres undefined),-11.9%,1.1%,0.5%,0.3%,0.5%,-12.9%,-39.2
COc1ccc(-n2c(=O)[nH]c3cc(C(=O)NCCc4ccc(Cl)cc4)ccc3c2=O)cc1OC,-9.7%&2.4%,7.5%&2.6%,2.5%,-3.4%[11.5 µM],4.8%&0.0%,-56.2%,u
COc1ccc(C(C(=O)NC(C)(C)C)N(Cc2ccco2)C(=O)CCC(=O)Nc2ccccn2)cc1 (centres undefined),-3.6%,-8.7%,31.9%[activator],2.2%,-2.9%,-13.4%,-5.8
COc1cc(/C=N\NC(=O)c2cccc(Cl)c2)ccc1Oc1ccc([N+](=O)[O-])cn1,0.3%,-0.4%,-1.0%,-2.1%,-7.4%,-44.4%,-23.8
CCOC(=O)c1ccc(NC(=O)C2CCCN(S(=O)(=O)c3cnc[nH]3)C2)cc1 (centres undefined),2.0%,-11.9%,-6.5%,5.8%,-1.1%,-8.7%,-17.0
COCCn1c(SCC(=O)Nc2c(C)n(C)n(-c3ccccc3)c2=O)nc2ccccc2c1=O,0.8%,-1.8%,4.3%,x,-18.8%,-9.1%,0.0
Cc1ccc2nc(SCC(=O)NCc3ccco3)c(C)cc2c1,-2.8%,5.0%,14.9%,2.5%,39.8µM*,-21.8%,-27.7
O=C(c1sccc1-c1ccccc1)N1CCN(S(=O)(=O)c2ccccc2)CC1,1.5%,-2.0%,-3.1%,-0.8%,0.3%,-10.3%,-37.3
CCN(CC)S(=O)(=O)c1ccc(Oc2ccc(S(=O)(=O)N(CC)CC)cc2)cc1,-3.5%,-6.7%,16.4%,-2.5%,-16.4%,1.2%,19.5
O=c1[nH]nnc2cc(Cl)ccc12,2.6%,x,9.5%,x,x,x,25.2
CC1NC(=S)N(Cc2ccccc2)C1=O (centres undefined),-8.7%,-9.9%,-6.3%,2.6%,1.3%,-9.1%,-26.1
NC(=O)c1ccc(NC(=O)COC(=O)CCN=C2NS(=O)(=O)c3ccccc32)cc1,-7.6%,-4.5%,-7.1%,x,-6.4%,-5.6%,-3.9
Cc1ccc(C(=O)c2c(NC(=O)c3ccncc3)sc3c2CCCC3)cc1,7.5%,6.0%,-13.7%,8.4%,-0.6%,u,25.1
COc1ccc(/C=N/NC(=O)C[n+]2ccccc2)c(OC)c1,-1.4%,3.0%,5.4%,1.3%,63.9%,-35.1%,9.7
COc1ccc(S(=O)(=O)N(Cc2cc3ccc(OC)cc3[nH]c2=O)CC2COCCO2)cc1 (centres undefined),2.6%,-11.7%,-4.3%,3.7%,-5.7%,87.7%[activator],-0.1
CCOC(=O)N1CCN(c2cc(=O)n(-c3cccc(C)c3)c(=O)[nH]2)CC1,-3.0%,3.6%,29.7%,1.5%[11.5 µM],u,-8.1%,-31.3
# Further compounds
SMILES,Tb PYK inh,AmpC inh detg,AMA1-RON2 inh,LmPK inh,Sm TGR block,AmpC no deterg,HCMV antiviral
COc1ccc(Nc2nc(-c3ccc(OC)cc3)cs2)cc1,2.3%,2.0%,-4.3%,-3.7%,7.5%,-33.8%,-10.0
c1ccc(-c2ccc(CN3C[C@@H]4C(c5ccccc5)C5(c6ccccc6)CC4(C5)[C@H]3c3ccccc3)cc2)cc1 (some centres undefined),-2.2%,-6.4%,-3.3%,5.9%,0.0%,-31.7%,-26.0
COc1cccc(Nc2nc(C)cc(C)c2C#N)c1,-5.4%,-14.7%,14.8%,5.7%,-4.5%,-9.2%,15.9
CC(C)[C@H](NC(=O)c1ccccc1)C(=O)NCCc1ccccc1,1.3%,-5.7%,2.3%,-1.8%,-7.4%,-5.6%,16.2
Cc1nn2c(=O)cc(CSc3nc4ccccc4[nH]3)nc2s1,-2.3%,u,1.9%,1.8%,-1.7%,16.1%,20.7
O=C(O)CC(c1ccc(Cl)cc1)N1C(=O)CCC1=O (centres undefined),-7.3%,0.4%,8.8%,0.4%,-27.9%,-25.0%,-19.3
COc1ccc(C2=NO[C@@H]3C(=O)N(c4ccc(C)cc4C)C(=O)[C@H]23)cc1OC,-10.2%,u,-2.5%,0.0%,11.2µM*,-6.7%,-28.1
O=C(NNc1nc2cc3c(cc2s1)OCO3)c1ccccc1,-10.4%,-0.7%,98.4%[activator],5.4%,-5.2%,-2.3%,118.9
CCc1ccc(NC(=O)c2ccc(F)c(S(=O)(=O)NCc3ccc(Cl)c(Cl)c3)c2)cc1,3.2%,-1.2%,x,x,1.4%,x,53.7
CCc1ccccc1NC(=O)Cn1c(=O)n(CC2CCC(C(=O)NCCc3ccccc3)CC2)c(=O)c2ccccc21 (centres undefined),-6.3%,-3.1%,x,x,1.7%,x,17.8
Nc1nnc(SCCN2C(=O)c3ccccc3S2(=O)=O)s1,-11.0%,u,-6.1%,-9.2%,0.6%,-19.6%,-5.6
CCCCCCCCCCCCCCCC[n+]1ccc(/C=N/O)cc1,1.2%,-2.7%,-7.7%,3.2%,-18.9%,152.3%[activator],-97.1*
CN(C)/C=N/c1ncnc2c1cnn2-c1ccc(C(F)(F)F)cn1,-15.8%,-5.2%,-10.8%,1.5%,-6.7%,-5.2%,-4.0
COC(=O)Cn1c2ccccc2c(=O)n1C(C)CBr (centres undefined),6.1%,x,1.2%,x,x,x,20.7
Fc1ccc(OCCOCCN2CCNCC2)cc1,0.7%,5.5%,3.7%,1.7%,9.2%,-14.0%,10.7
COC(=O)c1ccccc1-n1c(CCC(=O)O)ccc1-c1ccc(F)cc1,-1.0%,-3.0%,-12.2%,-2.2%,u,-12.6%,4.2
COc1cccc(C(=O)N2c3ccccc3Sc3ccccc32)c1,-17.2%,6.2%,-21.2%,-2.3%,1.8%,-0.3%,-34.3
COc1ccccc1N1CCN(C(=O)c2cc3c(=O)n(C)c4ccccc4c3n2C)CC1,1.7%,5.4%,-2.2%,0.9%,-3.3%,43.2%,20.2
CC(C)(C)NC(=O)Nc1ccc2nccnc2c1,4.5%,5.7%,2.4%,1.7%,-5.0%,-32.1%,118.2
Cc1onc(-c2ccc(Cl)cc2Cl)c1-c1csc(N/N=C/c2ccccc2)n1,-0.7%,4.9%,0.6%,8.8%,13.0%,-33.5%,-34.7
CC(C)CCn1c(SCC(=O)N2CC(=O)Nc3ccccc32)nc2scc(-c3cccs3)c2c1=O,0.2%,-9.9%,-3.2%,-0.9%,-24.1%,-39.0%,-7.9
CCOc1ccc(S(=O)(=O)N2CCC(C(=O)NCC(=O)Nc3cccc(Cl)c3C)CC2)cc1,-6.4%,-15.4%,3.6%,x,-6.2%,48.8%,-30.6
COc1ccccc1/C=C/C(=O)Nc1cccnc1,0.4%,5.3%,-28.6%,1.5%,-0.6%,-12.6%,-19.0
CCN1CCN(CCCNC(=O)c2cc3c(=O)n(C)c4ccccc4c3s2)CC1,0.0%,5.6%,x,x,-31.9%,x,-12.0
C/C(=N\Nc1nc(N2CCOCC2)nc(N2CCOCC2)n1)c1ccc([N+](=O)[O-])cc1,4.2%,u,-7.3%,3.3%,4.4%,-22.3%,-66.0*
# Following part
SMILES,Tb PYK inh,AmpC inh detg,AMA1-RON2 inh,LmPK inh,Sm TGR block,AmpC no deterg,HCMV antiviral
NC1=NC[C@H](Cc2ccc(O)cc2)N1CCCCC1CCCCC1,-0.4%,-1.3%,-3.9%,-2.1%,-3.3%,20.5%,-90.5*
O=S(=O)(Nc1nc2ccccc2[nH]1)c1ccc(Cl)cc1,4.3%,u,-8.6%,-2.4%,2.6%,-22.6%,17.7
O=C(O)c1cc2c(cc1NC(=O)c1c(F)cccc1Cl)OCCCO2,5.0%,-19.1%,21.9%,0.1%,-7.9%,-28.5%,-29.4
COc1ccc(OC)c(S(=O)(=O)N2CCC(C(=O)NC(C)c3ccccc3)CC2)c1 (centres undefined),1.0%,u,-4.2%,3.7%,4.6%,43.0%,28.4
COc1ccccc1NC(=O)Nc1cc(C(C)(C)C)nn1C,2.4%,-5.6%,-0.6%,-1.5%,-4.9%,10.0%,-31.3
CC(=O)c1cccc(N2C(=NC(=O)COc3ccccc3)SC3CS(=O)(=O)CC32)c1 (centres undefined),-14.5%,5.7%,-12.4%,-1.4%,-3.2%,17.0%,-36.6

# Quoted at random: four records from the list, in no set order.
SMILES,Tb PYK inh,AmpC inh detg,AMA1-RON2 inh,LmPK inh,Sm TGR block,AmpC no deterg,HCMV antiviral
COc1ccccc1N1CCN(C(=O)c2cc3c(=O)n(C)c4ccccc4c3n2C)CC1,1.7%,5.4%,-2.2%,0.9%,-3.3%,43.2%,20.2
CCN1CCN(CCCNC(=O)c2cc3c(=O)n(C)c4ccccc4c3s2)CC1,0.0%,5.6%,x,x,-31.9%,x,-12.0
COc1ccc(C2=NO[C@@H]3C(=O)N(c4ccc(C)cc4C)C(=O)[C@H]23)cc1OC,-10.2%,u,-2.5%,0.0%,11.2µM*,-6.7%,-28.1
Nc1nnc(SCCN2C(=O)c3ccccc3S2(=O)=O)s1,-11.0%,u,-6.1%,-9.2%,0.6%,-19.6%,-5.6
